hERG WT inh – qHTS for Inhibitors of KCHN2 3.1: Wildtype qHTS | U2OS, BacMam KCNH2, thallium flux FluxOr; active compounds read low | activity change, % at 1.84 µM | 340,000 compounds, 0.37% hits | Voltage-gated inwardly rectifying potassium channel KCNH2 (Homo sapiens), Q12809;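 active = maximum activity change below -70%; inconclusive = maximum activity change between -70% and -50%; inactive = maximum activity change above -50%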; note: % is set by controls: 0 for no effect and ±100 for the full control effect
Target sequence (Q12809 whole entry, looked up): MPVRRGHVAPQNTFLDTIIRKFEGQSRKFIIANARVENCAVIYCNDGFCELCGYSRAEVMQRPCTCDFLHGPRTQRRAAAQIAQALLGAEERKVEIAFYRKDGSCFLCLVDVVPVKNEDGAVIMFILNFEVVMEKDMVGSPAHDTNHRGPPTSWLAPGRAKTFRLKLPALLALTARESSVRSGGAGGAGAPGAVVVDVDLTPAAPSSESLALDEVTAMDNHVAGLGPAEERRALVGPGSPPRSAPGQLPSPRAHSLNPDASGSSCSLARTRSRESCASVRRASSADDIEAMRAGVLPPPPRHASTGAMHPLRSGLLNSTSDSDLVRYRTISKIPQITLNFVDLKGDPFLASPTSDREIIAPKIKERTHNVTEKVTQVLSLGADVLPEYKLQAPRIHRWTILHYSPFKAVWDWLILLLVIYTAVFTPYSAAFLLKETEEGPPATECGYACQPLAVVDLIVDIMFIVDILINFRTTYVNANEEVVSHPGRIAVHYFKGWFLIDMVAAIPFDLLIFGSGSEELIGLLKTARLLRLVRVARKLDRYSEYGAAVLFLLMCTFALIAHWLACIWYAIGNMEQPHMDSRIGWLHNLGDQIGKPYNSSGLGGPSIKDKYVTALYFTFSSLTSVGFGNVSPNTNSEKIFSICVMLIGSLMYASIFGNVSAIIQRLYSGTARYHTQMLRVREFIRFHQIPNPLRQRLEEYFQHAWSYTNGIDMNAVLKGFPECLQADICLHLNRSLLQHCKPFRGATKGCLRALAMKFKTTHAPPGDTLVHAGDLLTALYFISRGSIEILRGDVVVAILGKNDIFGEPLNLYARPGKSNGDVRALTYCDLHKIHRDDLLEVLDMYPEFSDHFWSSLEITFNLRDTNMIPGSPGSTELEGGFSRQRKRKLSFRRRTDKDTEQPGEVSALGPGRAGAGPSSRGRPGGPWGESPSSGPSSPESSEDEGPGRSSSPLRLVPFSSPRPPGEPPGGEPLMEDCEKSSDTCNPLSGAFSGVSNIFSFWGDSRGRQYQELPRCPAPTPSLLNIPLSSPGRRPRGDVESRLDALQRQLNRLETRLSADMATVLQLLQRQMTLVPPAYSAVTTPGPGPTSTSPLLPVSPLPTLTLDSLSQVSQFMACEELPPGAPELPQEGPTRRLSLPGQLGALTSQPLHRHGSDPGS
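U2OS cells were transduced with wild-type KCNH2 virus (2.03 x 10^8 / mL) for 4 h at room temperature, then cultured overnight at 37 C. Thallium flux was read with FluxOr dye. Rate constants were normalized to DMSO controls.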
a7 integrin act – qHTS for Activators of Integrin-Mediated Alleviation for Muscular Dystrophy; alpha7betagal myoblasts, beta-gal FDG fluorescence, 48 h; 350,000 compounds, 0.064% hits; Potency, µM (doses to about 38.3 µM), for the others: top-dose activation, usual class: activators; AID 624291, 2012;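 note: potency is the fitted concentration of half-maximal effect; 100% = response of the positive control SU9516; nearly all actives have a fitted effect of over 60% in size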
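alpha7betagal+/- myoblasts (passage 13, 250/well) treated 48 h at 37C with compounds at 1:260 dilution of DMSO stock. Lysed, then beta-galactosidase activity read as FDG fluorescence (ex 480/em 540) after 30 min, with pre-read for autofluorescence.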
GALK inh – qHTS Assay for Inhibitors of Human Galactokinase (GALK); P51570; Purified GALK, Kinase-Glo residual ATP luminescence; Potency, µM (doses to about 57.5 µM), for inactives: at the top dose activity change, negative = inhibition, most hits filed as inhibitors; 270,000 compounds, 0.007% hits; note: potency is the fitted concentration of half-maximal effect; % is set by controls: 0 for no effect and ±100 for the full control effect
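Human GALK (5 nM) with 35 uM ATP and 100 uM galactose in 20 mM HEPES pH 8.0, 5 mM MgCl2, 60 mM NaCl, 1 mM DTT, 0.01% BSA. After 1 h at room temperature, leftover ATP was read by Kinase-Glo Plus luminescence.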
ASM inhibitor – Inhibitors of Secretory Acid Sphingomyelinase (S-ASM): qHTS | Sphingomyelin phosphodiesterase (Homo sapiens), P17405 | placental ASM, HMU-PC fluorogenic substrate, 60 min | Potency, µM (highest dose often 57.5 µM), without a hit: at the top dose activity change, negative = inhibition, actives largely listed as inhibitors | 340,000 compounds, 0.006% hits; note: potency is the fitted concentration of half-maximal effect
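Fluorogenic HMU-PC substrate (9 uM final) is turned over by placental ASM in 60 min at 37 C after a 10 min compound preincubation. Reaction ended by alkaline stop (pH 10), with fluorescence read at 386/447 nm.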
MBNL1 CUG block – qHTS Assay for Inhibitors of MBNL1-poly(CUG) RNA binding | Potency, µM (top dose mostly 57.5 µM), inactives show top-dose activity change, negative = inhibition, actives largely listed as inhibitors | TR-FRET MBNL1-His/biotin-(CUG)12 binding, 665/545 ratio | 280,000 compounds, 0.036% hits | Muscleblind-like protein 1 (Homo sapiens), Q9NR56 | AID 2675, 2010; active = well fitted inhibition curve with a large enough effect in the signal ratio, with a control signal flat, not every such curve was filed as active; inconclusive = small, poorly fitted or top-dose-only effect, or effect the other way, or a change in a side signal; inactive = no such curve, though single readings can be large or run the other way; the % refers to the signal ratio; note: potency is the fitted concentration of half-maximal effect; % is set by controls: 0 for no effect and ±100 for the full control effect
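Inhibition of protein-RNA binding appears as loss of TR-FRET between terbium anti-His antibody on MBNL1-His and streptavidin-XL665 on biotin-(CUG)12. Activity is normalized to buffer-only and uninhibited-complex controls.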
MLL CXXC-DNA inh – qHTS Fluorescence Polarization Assay for Inhibitors of MLL CXXC domain - DNA interaction; 290,000 compounds, 0.037% hits; Histone-lysine N-methyltransferase 2A (Homo sapiens), Q03164; MLL-CXXC / FITC-HOXA9 DNA fluorescence polarization; Potency, µM (doses to about 115 µM), inactives show top-dose activity change, negative = inhibition, usual class: inhibitors; active = well fitted inhibition curve with a large enough effect in the polarisation, with a control signal flat, not every such curve was filed as active; inconclusive = small, poorly fitted or top-dose-only effect, or effect the other way, or a change in a side signal; inactive = no such curve, though single readings can be large or run the other way; the % refers to the polarisation; note: potency is the fitted concentration of half-maximal effect
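Steps: dispense CXXC domain solution (7 uM) → pin compounds or unlabeled HOX-A9 DNA control → 5 min ambient → add FLSN-HOX-A9 solution (50 nM) → spin → 30 min ambient → fluorescence polarization. Tris pH 7.5/NaCl/DTT/BSA buffer.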
AT treatment – qHTS Assay for Identifying a Potential Treatment of Ataxia-Telangiectasia. 320,000 compounds, 0.19% hits. […] A-T fibroblasts, KAP-1 phosphorylation AlphaLISA; neocarzinostatin DNA damage 30 min before lysis. AID 485349, 2010. Potency, µM (series often up to 57.5 µM), for the others: at the top dose activation, actives largely listed as activators; note: potency is the fitted concentration of half-maximal effect; % of control where 0% means no effect; nearly all actives have a fitted effect of over 45% in size
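ATM-like activity read as KAP-1 phosphorylation via AlphaLISA donor/acceptor antibody pairs after lysis and 6 hr at 25C. Cells were ATM-null patient fibroblasts ([…], hTERT), dosed 60 min, then exposed to the DSB inducer NCS for 30 min.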
TRPV1 agonist – HTS Assay for Compounds that Act as Agonists of the Vanilloid Receptor 1; 320,000 compounds, 0.19% hits; AID 540275, 2011; activation, % at 8.33 µM; TRPV1-expressing cells, Fluo-8 calcium influx, agonist mode; in the data active = activation above about 80%; inconclusive = between about 30% and that limit; note: 0% is about no effect
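Fluo-8 calcium influx in TRPV1-expressing cells, kinetic read (ex 480/em 520 nm). Compound added and read 3 min for agonist activity, followed by capsaicin at EC20 final and 2 min further read for enhancement.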
KCNH2 3.1 block – qHTS for Inhibitors of KCHN2 3.1: Mutant qHTS. activity change, % (tested at about 1.8 µM). 340,000 compounds, 0.95% hits. U2OS KCNH2 3.1, thallium flux FluxOr; active compounds read low;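 active = maximum activity change below -70%; inconclusive = maximum activity change from -70% to -50%; inactive = maximum activity change above -50%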;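 note: thallium influx rate constant from kinetic fluorescence after stimulation buffer; % is set by controls: 0 for no effect and ±100 for the full control effect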
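Thallium flux via FluxOr fluorescence (Red40 quencher, 45 min loading) in U2OS cells virally expressing the KCNH2 3.1 isoform (1.77 x 10^8 /mL virus, overnight at 37 C). Rate constants from 2-min kinetic reads post-stimulation, normalised to positive and negative controls.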
FBPA coupling cs – qHTS Assay for Inhibitors of Fructose-1,6-bisphosphate Aldolase from Giardia Lamblia: Coupling assay counterscreen; coupling enzyme system counterscreen, AmpLite Red fluorescence; AID 2472, 2010; 290,000 compounds, 0.67% hits; activity change, negative = inhibition, % at 58.2 µM, hits read low; in the data active = activity change below about -30%; note: % is set by controls: 0 for no effect and ±100 for the full control effect
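First, compound is pin-transferred into glyceraldehyde-3-phosphate coupling-enzyme reagent at 57.5 uM final and held 10 min at RT. Next, substrate, coupling system and AmpLite Red are added. After 20 min RT, fluorescence (525/598 nm) is read.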
* marks the source's active call; other numbers are inactive results; ? = inconclusive; · = not tested or not shown; [ ] = dose if it differs, or a comment. Unless noted, calls come from the whole dose curve; as a rule, active = well fitted curve in the direction sought with a large enough effect; inconclusive = small, poorly fitted or top-dose-only effect, or another doubt; inactive = no such curve, though single readings can be large; an effect the other way counts as inactive or inconclusive.

SMILES | hERG WT inh | a7 integrin act | GALK inh | ASM inhibitor | MBNL1 CUG block | MLL CXXC-DNA inh | AT treatment | TRPV1 agonist | KCNH2 3.1 block | FBPA coupling cs
CC(OC(=O)CCC(=O)c1ccc(Cl)s1)C(=O)NC1(C#N)CCCCC1 (configuration not stated) | 6 | 6% | · | -2% | · | · | 0% | 20 | -9 | ·
O=C1CN(C(=O)CNCc2cccc(Cl)c2)c2ccccc2N1 | -26 | 10% | 6% | 1% | 8% | -1% | 1% | -2 | -12 | 0
COc1cc(C(O)c2nc3ccccc3n2C)cc(OC)c1OC (configuration not stated) | 5 | 6% | 0% | 5% | 3% | 12% | 18% | -2 | -2 | 2
O=C(c1ccc(F)cc1F)N1CCN(c2ccccn2)CC1 | -2 | -15% | 0% | -3% | -1% | 13% | -3% | 2 | 3 | 4
N#C/C(=C/c1ccc(OCc2ccc(C(=O)O)cc2)cc1)C(=O)Nc1ccccc1 | 0 | -13% | -6% | 1% | -1% | ? | -12% | -1 | 17 | 4
Cc1cnc(Nc2nc3ccccc3o2)nc1C(=O)Nc1cccc(C(F)(F)F)c1 | 1 | -65%[inhibitor] | 2% | -11% | 17% | 1% | 5% | -1 | -2 | 1
O=C(COC(=O)c1ccccc1O)Nc1ncc(Cl)cc1Cl | -1 | 9% | 0% | -4% | 15% | 7% | -1% | 3 | -20 | 0
O=c1[nH]c2cc3c(cc2cc1C(c1nnnn1CC1CCCO1)N1CCCCCC1)OCCO3 (configuration not stated) | 2 | -7% | 3% | 49%[activator] | ? | 1% | -6% | 25 | -3 | -1
Cc1cccc(C)c1NC(=S)NNc1ncc(C(F)(F)F)cc1Cl | 2 | 21% | 0% | -1% | 0% | -2% | 1% | 4 | 3 | 5
COc1ccc(/C(O)=C2/C(=O)C(=O)N(CCCN(C)C)C2c2ccccc2)cc1Cl (configuration not stated) | · | · | 8% | · | 2% | -1% | 3% | -3 | · | 3
COc1ccc(Cc2nc3ccc(C(=O)N4CCCC4)cc3o2)cc1OC | -18 | -25% | 8% | -2% | 3% | 6% | -5% | -1 | -6 | 3
Cc1ccc(N(CC(=O)NCc2ccco2)C(=O)CCC(=O)Nc2nccs2)cc1 | 0 | -13% | -2% | -1% | 3% | -6% | -4% | 4 | 4 | 0
O=C(c1ccccc1F)N1CCN(c2ccc([N+](=O)[O-])c(NCC3CCCO3)c2)CC1 (configuration not stated) | 25 | 12% | -1% | -14% | ? | -11% | -2% | 0 | -2 | 1
CNS(=O)(=O)c1cc(NC(=O)c2cncn2-c2ccccc2)ccc1C | 35 | -23% | -2% | -1% | 0% | -5% | 11% | -1 | 8 | -7
CC1(C(=O)NCc2ccc(F)cc2)Oc2ccccc2NC1=O (configuration not stated) | -2 | 17% | 0% | 1% | · | 1% | 28% | -3 | -5 | -9
Cc1scc(C(=O)N/N=C/c2ccc(OCC(C)C)cc2)c1C | 1 | -35% | -2% | -9% | 9% | 14% | -1% | 27 | -8 | -1
O=C(CCS(=O)(=O)c1ccc2c(c1)NC(=O)CS2)NCCc1ccc(Cl)cc1 | -21 | 3% | 1% | 1% | -5% | 10% | 7% | 17 | 6 | ·
O=C(N1CCOCC1)N1CCC(c2nc(-c3ccc(S(=O)(=O)N4CCOCC4)cc3)no2)CC1 | -4 | -11% | -6% | 1% | -7% | -9% | -1% | -1 | -18 | 0
CCC(=O)N1CCc2cc(S(=O)(=O)NCCC(=O)Nc3cc(C)cc(C)c3)ccc21 | 2 | -17% | -1% | -1% | -22% | -3% | 11% | -4 | 7 | -3
Cc1ccc(C2(C)NC(=O)N(CCOc3ccccc3)C2=O)cc1 (configuration not stated) | -6 | -2% | -3% | -2% | -16% | 2% | 0% | 7 | 12 | 1
CCOC(=O)c1oc2ccccc2c1NC(=O)c1ccco1 | 6 | -24% | -4% | 2% | 6% | 19% | 5% | 0 | 0 | ·
O=C(Nc1ccccc1)c1ccc(NCCN2CCOCC2)c(S(=O)(=O)N2CCOCC2)c1 | 0 | -14% | -1% | 6% | -6% | 0% | -2% | ? | -2 | -1
O=C(CCc1ccccc1)NC(NC(=S)Nc1ccc(Cl)cc1)C(Cl)(Cl)Cl (configuration not stated) | -7 | -30% | -3% | 0% | 0% | 32%[activator] | -1% | 0 | -14 | -2
COc1ccc(-c2cc(C(=O)N/N=C/c3ccc4c(c3)OCO4)c3ccccc3n2)c(OC)c1 | 14 | 31% | 0% | -1% | -9% | -1% | -2% | 0 | -14 | 1
COc1ccccc1CCC(=O)Nc1ccc(S(=O)(=O)Nc2nccs2)cc1 | -2 | -8% | · | 2% | · | · | 3% | -1 | 31 | ·
Continuation.
SMILES | hERG WT inh | a7 integrin act | GALK inh | ASM inhibitor | MBNL1 CUG block | MLL CXXC-DNA inh | AT treatment | TRPV1 agonist | KCNH2 3.1 block | FBPA coupling cs
Nc1nc2ccc(C(=O)N3CCCCC3)cc2s1 | 15 | 3% | 2% | -11% | 0% | -15% | -9% | 3 | 8 | 4
Cc1nc(C(=O)NNC(=O)c2ccccc2)c(C(F)(F)F)o1 | -2 | -11% | -4% | 0% | · | -7% | 1% | 0 | 10 | 0
CCc1cc2c(SCC(=O)Nc3ncc(Cl)c(C)c3Cl)ncnc2s1 | -8 | 0% | -5% | -1% | 2% | 14% | -4% | 5 | -9 | 3
CCOc1ccc(CNC(=O)CCCC(=O)n2nc(C)c3ccccc32)cc1 | -10 | 0% | -1% | -2% | 3% | 2% | 3% | 3 | -8 | ·
COc1cc2c(cc1OC)C(c1ccccc1F)NCC2 (configuration not stated) | -2 | ? | -2% | -1% | 1% | -1% | -4% | -1 | -5 | 0
CCOC(=O)c1cc(-c2ccc(C)c([N+](=O)[O-])c2)nc2c1c(=O)n(C)c(=O)n2C | · | · | 8% | · | 2% | -8% | 3% | 3 | · | -1
CCn1c(SCC(=O)Nc2ccc(N3CCOCC3)cc2)nnc1C1CC1 | -5 | 0% | · | 5% | · | · | -2% | -3 | 9 | ·
O=C(CSc1cn[nH]n1)Nc1cccc(C(F)(F)F)c1 | -11 | 4% | -3% | 1% | -2% | 9% | -1% | ? | -5 | 0
O=C(Nc1cc(C(F)(F)F)ccc1N1CCOCC1)c1ccccc1F | 12 | -22% | -3% | -6% | -2% | 11% | -1% | 26 | -1 | ·
CCC(Sc1nc2cc(OC)c(OC)cc2c(=O)n1Cc1ccco1)C(=O)NCCOC (configuration not stated) | -2 | -24% | 3% | -1% | 8% | -2% | -8% | -1 | -14 | 1

Complete entries as entered above:
`CCn1c(SCC(=O)Nc2ccc(N3CCOCC3)cc2)nnc1C1CC1` is listed with hERG WT inh = -5; a7 integrin act = 0%; GALK inh = ·; ASM inhibitor = 5%; MBNL1 CUG block = ·; MLL CXXC-DNA inh = ·; AT treatment = -2%; TRPV1 agonist = -3; KCNH2 3.1 block = 9; FBPA coupling cs = ·
`COc1cc2c(cc1OC)C(c1ccccc1F)NCC2` (configuration not stated) is listed with hERG WT inh = -2; a7 integrin act = ?; GALK inh = -2%; ASM inhibitor = -1%; MBNL1 CUG block = 1%; MLL CXXC-DNA inh = -1%; AT treatment = -4%; TRPV1 agonist = -1; KCNH2 3.1 block = -5; FBPA coupling cs = 0

As entered above:
KCNH2 3.1 block with CCc1cc2c(SCC(=O)Nc3ncc(Cl)c(C)c3Cl)ncnc2s1 : -9
GALK inh with CCC(Sc1nc2cc(OC)c(OC)cc2c(=O)n1Cc1ccco1)C(=O)NCCOC (configuration not stated) : 3%
KCNH2 3.1 block with O=C(Nc1cc(C(F)(F)F)ccc1N1CCOCC1)c1ccccc1F : -1
TRPV1 agonist with CCn1c(SCC(=O)Nc2ccc(N3CCOCC3)cc2)nnc1C1CC1 : -3
TRPV1 agonist with Cc1nc(C(=O)NNC(=O)c2ccccc2)c(C(F)(F)F)o1 : 0
